Assay outcomes from PubChem BioAssay.
MCF10A rerep: DNA re-replication induction in MCF 10a cells; MCF 10A DNA re-replication, Hoechst nuclear intensity, 48 h; Potency, µM (titrated, usually from 46.1 µM), without a hit: at the top dose activity, positive = re-replication, usual class: activators; 350,000 compounds, 2.9% hits; further: potency means the concentration at half of the fitted maximal effect; % of control where 0% means no effect; nearly all actives have a fitted effect of over 50% in size
IL-1B inflam inh: inhibitors of inflammasome signaling (IL-1 beta secretion) | 360,000 compounds, 4.7% hits | AID 743279 | THP-1 LPS/ATP IL-1B secretion, AlphaLISA, 16 h; active compounds read low | activity change, % at 57.5 µM; in the data active means activity change below about -50%; inconclusive means mostly about -30% to -49%; further: on the % scale 0 is the no-effect control and ±100 the full control effect
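THP-1 cells pretreated 1 hr with compounds (up to 57.5 uM final), then stimulated with LPS (250 ng/mL final) plus ATP (1.25 mM final); secreted IL-1B measured by AlphaLISA after 16 hr, decreased signal indicating inhibition.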
SW480 rerep: induces DNA re-replication in SW480 colon adenocarcinoma cells; SW480 DNA re-replication, Hoechst DNA content imaging, 48 h; Potency, µM (doses to about 46.1 µM), inactives show top-dose re-replication activation, actives largely listed as activators; AID 624297; 340,000 compounds, 1.8% hits; further: potency means the concentration at half of the fitted maximal effect; % of control where 0% means no effect; nearly all actives have a fitted effect of over 55% in size
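DNA re-replication was detected as more nuclei of elevated Hoechst intensity after 48 hr exposure to compound (23 nL pinned per well of 250 cells).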
HT1080-NT tox: kills 2HG-producing HT-1080-NT fibrosarcoma cells. HT-1080-NT fibrosarcoma viability, CellTiter-Glo ATP luminescence, 48 h. Potency, µM (doses to about 46.1 µM), for inactives: at the highest dose activity, negative = less viability, hits mostly cytotoxic. 360,000 compounds, 1.6% hits;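 further: NT is the 2HG producing partner of a matched IDH1 knockdown line; potency means the concentration at half of the fitted maximal effect; 0% = DMSO-treated cells and -100% = media-only wells without cells; nearly all actives have a fitted effect of over 55% in size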
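A 48-hour cytotoxicity screen used HT-1080-NT cells plated 2 hours before compound delivery. ATP-based CellTiter-Glo luminescence measured viability, normalized to DMSO and no-cell controls.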
ATXN2 expr inh: inhibitors of ATXN2 expression; Potency, µM (series often up to 57 µM), inactives show top-dose activity change, negative = inhibition, most hits filed as inhibitors; HEK-293 ATXN2-luciferase reporter, luminescence, 24 h; 360,000 compounds, 0.72% hits; further: potency means the concentration at half of the fitted maximal effect; on the % scale 0 is the no-effect control and ±100 the full control effect; nearly all actives have a fitted effect of over 55% in size
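ATXN2-luciferase reporter cells (luciferase flanked by upstream and downstream ATXN2 gene portions) were treated 24 h at 37 °C with compounds at up to 57 uM. SteadyGlo luminescence gave expression; GF-AFC fluorescence gave viability.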
KB-3-1 tox: KB-3-1 parental cell cytotoxicity | KB-3-1 viability, CellTiter-Glo ATP luminescence, 72 h | Potency, µM (top dose mostly 46.1 µM), without a hit: at the top dose activity change, negative = cytotoxic, usual class: cytotoxic | 400,000 compounds, 1.4% hits; further: potency means the concentration at half of the fitted maximal effect; on the % scale 0 is the no-effect control and ±100 the full control effect; nearly all actives have a fitted effect of over 60% in size
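Using CellTiter-Glo luminescence, growth of non-resistant KB-3-1 adenocarcinoma cells is assessed 72 h after pin-tool compound addition at 37 °C. Normalized responses across the concentration series yield fitted curves.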
HT1080 IDH1KD tx: toxicity to HT-1080 IDH1 knockdown cells (counter line); HT-1080 IDH1 knockdown viability, ATP luminescence, 48 h; 360,000 compounds, 2% hits; Potency, µM (highest dose often 46.1 µM), for inactives: at the top dose activity, negative = toxicity, hits mostly cytotoxic; AID 686971;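 further: potency means the concentration at half of the fitted maximal effect; 0% = DMSO wells and -100% = cell-free medium wells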
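CellTiter-Glo luminescence after 48 h compound exposure at 37 degrees C of IDH1-knockdown HT-1080 cells in 5% FBS RPMI. %Activity scaled between DMSO wells and cell-free media wells, with curves fitted and assigned curve classes.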
KB-V1 cytotox: kills drug-selected multidrug resistant KB-V1 cells. KB-V1 MDR cells viability, CellTiter-Glo, 72 h. Potency, µM (highest dose often 46.1 µM), inactives show top-dose activity change, negative = cytotoxicity, usual class: cytotoxic. 400,000 compounds, 3.4% hits; further: potency means the concentration at half of the fitted maximal effect; on the % scale 0 is the no-effect control and ±100 the full control effect; nearly all actives have a fitted effect of over 60% in size
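KB-V1 cells (P-gp-expressing MDR subline of KB-3-1) in phenol-red-free DMEM with 10% FBS were exposed to library compounds over a concentration series for 72 h at 37 degrees C. Viability read by CellTiter-Glo luminescence; concentration-effect curves fitted after normalization.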
WRN inhibitor: WRN helicase (human) inhibition | Q14191 | WRN helicase unwinding, fluorescent forked duplex, kinetic | 360,000 compounds, 0.46% hits | Potency, µM (series often up to 114 µM), for the others: at the highest dose activity change, negative = inhibition, hits mostly inhibitors; further: potency means the concentration at half of the fitted maximal effect; on the % scale 0 is the no-effect control and ±100 the full control effect; nearly all actives have a fitted effect of over 55% in size
Target sequence (Q14191 whole entry, looked up): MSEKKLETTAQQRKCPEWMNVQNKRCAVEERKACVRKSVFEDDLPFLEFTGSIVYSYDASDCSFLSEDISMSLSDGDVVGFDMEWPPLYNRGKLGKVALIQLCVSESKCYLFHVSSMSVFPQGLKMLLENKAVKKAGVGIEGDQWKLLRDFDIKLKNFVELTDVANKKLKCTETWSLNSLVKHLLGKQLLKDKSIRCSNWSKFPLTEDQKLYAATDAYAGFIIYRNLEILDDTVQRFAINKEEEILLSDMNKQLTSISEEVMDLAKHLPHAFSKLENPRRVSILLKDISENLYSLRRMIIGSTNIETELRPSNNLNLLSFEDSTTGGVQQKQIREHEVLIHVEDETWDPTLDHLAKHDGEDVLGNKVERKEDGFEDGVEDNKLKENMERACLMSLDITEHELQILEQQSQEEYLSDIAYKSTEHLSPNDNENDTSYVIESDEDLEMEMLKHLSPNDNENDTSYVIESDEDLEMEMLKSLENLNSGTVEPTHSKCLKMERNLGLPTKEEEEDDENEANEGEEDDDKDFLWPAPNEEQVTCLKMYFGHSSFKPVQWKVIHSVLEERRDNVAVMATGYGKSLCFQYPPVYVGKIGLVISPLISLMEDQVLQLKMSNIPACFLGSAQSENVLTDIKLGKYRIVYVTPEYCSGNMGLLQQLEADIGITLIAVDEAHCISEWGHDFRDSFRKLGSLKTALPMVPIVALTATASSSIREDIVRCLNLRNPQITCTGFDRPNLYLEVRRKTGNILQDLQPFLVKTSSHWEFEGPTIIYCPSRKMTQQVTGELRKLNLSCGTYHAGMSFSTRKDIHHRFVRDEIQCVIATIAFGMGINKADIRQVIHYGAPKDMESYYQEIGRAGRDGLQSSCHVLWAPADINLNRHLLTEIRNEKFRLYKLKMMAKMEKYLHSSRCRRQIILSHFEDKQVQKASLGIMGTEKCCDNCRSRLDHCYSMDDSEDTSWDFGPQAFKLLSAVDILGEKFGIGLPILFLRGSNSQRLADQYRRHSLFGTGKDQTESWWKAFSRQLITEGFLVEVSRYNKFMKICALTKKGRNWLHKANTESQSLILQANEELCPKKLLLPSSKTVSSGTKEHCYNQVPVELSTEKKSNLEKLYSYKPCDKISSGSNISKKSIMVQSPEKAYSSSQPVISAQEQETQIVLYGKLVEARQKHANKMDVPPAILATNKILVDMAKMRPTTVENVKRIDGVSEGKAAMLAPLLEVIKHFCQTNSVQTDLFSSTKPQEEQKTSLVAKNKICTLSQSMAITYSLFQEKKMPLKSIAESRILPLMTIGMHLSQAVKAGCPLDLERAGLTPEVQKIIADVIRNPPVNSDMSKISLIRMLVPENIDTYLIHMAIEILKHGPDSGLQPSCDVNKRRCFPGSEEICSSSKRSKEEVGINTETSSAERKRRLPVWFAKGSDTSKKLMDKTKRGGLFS
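Primary qHTS, 1536-well format. 20 nM WRN + compound, 15 min RT; start with 100 nM forked fluorophore/quencher duplex, 2 mM ATP (final); kinetic read ex 525/em 598 nm.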
* hit, by the source's call; i = inactive; ? = inconclusive; · = not tested or not shown; [ ] = dose if it differs, or a comment. Unless noted, the call rests on the fitted dose curve; in most records, active means well fitted curve in the direction sought with a large enough effect; inconclusive means small, poorly fitted or top-dose-only effect, or another doubt; inactive means no such curve, though single readings can be large; an effect the other way counts as inactive or inconclusive. Rows are unselected. About 12% of those tested had a hit in this group.

Each structure is followed by: SW480 rerep | KB-3-1 tox | KB-V1 cytotox | HT1080-NT tox | WRN inhibitor | IL-1B inflam inh | ATXN2 expr inh | HT1080 IDH1KD tx | MCF10A rerep
> O=C(CCS(=O)(=O)c1cccs1)Nc1ccc(C(=O)NC2CCCC2)cc1
    -5.9% | 14.8% | 21.6% | 12.3% | 11.9% | 34.8 | 10.6% | 15.9% | 8.3%
> Nn1c(SCC(=O)Nc2ccccc2F)nnc1-c1cccs1
    -56.2%[inhibitor] | 0.8% | 4.2% | 9.8% | -6.0% | -3.2 | -13.7% | 9.6% | 0.8%
> CN(C)CCCOc1cccc(Cl)c1
    1.1% | -0.5% | -16.4% | 0.4% | -6.4% | -2.0 | -5.3% | -1.6% | 5.7%
> CC1=NN(C(=O)Cn2ccc([N+](=O)[O-])n2)C(O)(C(F)(F)F)C1 (configuration not stated)
    -190.5%[inhibitor] | -2.3% | ? | 9.3% | 1.8% | i | 0.0% | 5.5% | 9.3%
> CC(C)c1ccccc1-n1c(SCC(=O)N2CCN(c3ccccc3)CC2)nnc1-c1cccnc1
    1.6% | ? | -15.7% | ? | 4.1% | ? | -10.3% | ? | -9.5%
> CCc1ccc2c(c1)c1nc(C)sc1n2CC
    2.0% | 26.7% | -0.9% | -2.9% | 5.3% | -7.0 | -1.5% | -2.3% | 15.1%
> CCc1ccc(N=CC23c4ccccc4C(c4ccccc42)C2C(=O)N(c4ccc(OC)cc4)C(=O)C23)cc1 (configuration not stated)
    -2.5% | -4.1% | -8.7% | ? | -16.4% | -14.7 | -2.4% | ? | 14.8%
> O=C(NCC(=O)N1CCC2(CC1)NCCc1[nH]cnc12)c1cccc(Cl)c1
    -1.3% | -0.4% | ? | 12.5% | 5.6% | 1.1 | · | 8.2% | -0.1%
> O=C1c2cc(O)c(O)cc2OC(c2ccc(O)c(O)c2)C1O (configuration not stated)
    -3.3% | 24.8% | -12.2% | 15.3% | ? | 19.3 | 7.9% | 27.0% | 4.6%
> Cc1ccc(CC(=O)Nc2ccc(S(=O)(=O)Nc3nccc(C)n3)cc2)cc1
    ? | 16.1% | 12.1% | 6.2% | 7.0% | 34.2 | 4.3% | -6.8% | 6.0%
> O=C(NCc1cccnc1)c1cc(S(=O)(=O)N2CCCCC2)ccc1Cl
    -0.7% | -0.7% | -8.9% | -1.3% | 5.4% | -2.2 | -11.6% | 1.7% | 1.0%
> CN(C)C(CNC(=O)c1cccc(C(F)(F)F)c1)c1ccco1 (configuration not stated)
    -2.3% | ? | 0.0% | -0.3% | -2.9% | 18.4 | 2.2% | -1.8% | -1.3%
> CC1CN(C(=S)Nc2ccccc2)CC(C)O1 (configuration not stated)
    -1.4% | 1.0% | 8.6% | 11.9% | 0.5% | -0.6 | · | 9.4% | -0.4%
> O=C(NCCN1CCOCC1)c1ccc2c(c1)N(Cc1cccc(F)c1)C(=O)c1ccccc1S2
    -14.3% | -5.1% | -14.6% | -15.3% | 1.4% | ? | -16.2% | -20.9% | 11.0%
> O=C(NC(=S)Nc1ccccc1N1CCCCC1)c1ccc(-c2cccc([N+](=O)[O-])c2)o1
    -29.9% | -0.9% | 7.6% | 3.8% | 7.4% | -10.8 | -2.3% | 12.2% | 3.5%
> Cc1ccc(OC(=O)c2cccc(S(=O)(=O)N3CCCC3)c2)c(-n2nc3ccccc3n2)c1
    -3.9% | 7.8% | ? | 3.7% | -8.7% | 9.4 | 20.8% | 18.5% | -2.5%
> Cc1ccc(NC(=O)Nc2ccc(Cl)cc2)c(Br)c1
    3.3% | -8.9% | -0.8% | ? | -1.3% | -21.1 | 31.0%[activator] | ? | ?
> CCN(CC(=O)Nc1cc(Cl)ccc1C)C(=O)c1ccc(N2CCCC2=O)cc1
    -6.4% | 9.6% | 0.5% | 11.6% | 6.4% | -13.5 | -3.9% | 7.0% | 6.8%
> CN(C)C(=O)CSc1nnc(-c2ccc(S(=O)(=O)N3CCCC3)cc2)n1C
    ? | 1.2% | -8.4% | -10.0% | -11.5% | 9.4 | 10.1% | -2.0% | ?
> O=C(O)CCc1nn2c3ccccc3n(CCN3CCCCC3)c2nc1=O
    -4.1% | 1.4% | -5.8% | 9.0% | -7.3% | -0.5 | 2.5% | 11.4% | 0.3%

Sorted by molecular weight (rising): 3 of the compounds above.
Each structure is followed by: SW480 rerep | KB-3-1 tox | KB-V1 cytotox | HT1080-NT tox | WRN inhibitor | IL-1B inflam inh | ATXN2 expr inh | HT1080 IDH1KD tx | MCF10A rerep
> CC1=NN(C(=O)Cn2ccc([N+](=O)[O-])n2)C(O)(C(F)(F)F)C1 (configuration not stated)
    -190.5%[inhibitor] | -2.3% | ? | 9.3% | 1.8% | i | 0.0% | 5.5% | 9.3%
> O=C(NCC(=O)N1CCC2(CC1)NCCc1[nH]cnc12)c1cccc(Cl)c1
    -1.3% | -0.4% | ? | 12.5% | 5.6% | 1.1 | · | 8.2% | -0.1%
> O=C(NC(=S)Nc1ccccc1N1CCCCC1)c1ccc(-c2cccc([N+](=O)[O-])c2)o1
    -29.9% | -0.9% | 7.6% | 3.8% | 7.4% | -10.8 | -2.3% | 12.2% | 3.5%

(listing goes on)
Each structure is followed by: SW480 rerep | KB-3-1 tox | KB-V1 cytotox | HT1080-NT tox | WRN inhibitor | IL-1B inflam inh | ATXN2 expr inh | HT1080 IDH1KD tx | MCF10A rerep
> COc1ccc(N2CCN(c3nc4cc(C)ccc4cc3C=O)CC2)cc1
    -7.4% | 7.3% | -19.7% | 9.2% | -20.6% | -64.2* | -12.5% | 4.2% | ?
> CCOc1ccc(NC(=O)C(C)Sc2nnc(C)n2C)cc1 (configuration not stated)
    -0.1% | -3.4% | 10.0% | 10.3% | -7.9% | -15.1 | 7.1% | 0.0% | 9.2%
> O=C(NCC1CCCO1)c1csc(Nc2cccc3ccccc23)n1 (configuration not stated)
    3.8% | ? | ? | ? | -0.9% | -14.0 | -17.3% | -6.4% | 2.6%
> COc1c(Cl)ccc(Cl)c1C(=O)NC(=O)N1CCOCC1
    -10.1% | -1.6% | 2.4% | 6.4% | 6.4% | 18.2 | -8.4% | -7.7% | 0.4%
> COc1ccccc1C(=O)NCCN1CCN(C(=O)c2ccccc2OC)CC1
    1.9% | -1.5% | -0.3% | 1.1% | -10.1% | -13.2 | 55.0%[activator] | -2.2% | -1.1%
> N/C(Cc1cccc2ccccc12)=N\OC(=O)c1ccccc1F
    -3.1% | · | · | 0.2% | -32.1% | 4.5 | -8.0% | -13.9% | -0.4%
> CN(C(=O)COC(=O)C1COc2ccccc2O1)c1c(N)n(Cc2ccccc2)c(=O)[nH]c1=O (configuration not stated)
    -62.0%[inhibitor] | 10.2% | 22.5% | 5.3% | -13.7% | 13.6 | 4.8% | -1.4% | -3.1%
> Cc1ccnc(NC(=O)CCS(=O)(=O)c2ccccc2)c1
    ? | 8.3% | 18.8% | 13.4% | -29.7% | 17.5 | 2.3% | 9.1% | 9.1%
> Cc1csc(NC(=O)CSc2nnc(-c3ccc(Cl)cc3)n2N)n1
    3.5% | -12.1% | -4.2% | ? | 7.0% | 5.2 | 5.7% | ? | -2.1%
> Cc1ccc(S(=O)(=O)CC(=O)N2CCOCC2)cc1
    -2.9% | 0.3% | 11.2% | 9.7% | -6.0% | 26.7 | 1.0% | 15.6% | -0.4%
> CCn1c(SCC(=O)N/N=C/c2cc(OC)c(OC)c(OC)c2)nc2ccccc21
    0.6% | -0.5% | -2.0% | -1.7% | -13.2% | 5.2 | 2.6% | -8.2% | 4.8%
> COc1cccc(NC(=O)Cn2c(SCC(=O)N3CCOCC3)nc3ccccc32)c1
    -1.9% | 9.1% | ? | 25.7% | -2.2% | -13.7 | -2.2% | -3.0% | -1.9%
> CCCCn1c(CCCNC(=O)CC)nc2ccccc21
    -10.4% | 0.1% | -6.8% | 0.9% | 1.9% | 36.3 | -6.3% | 8.5% | 8.3%
> O=C(CN1CCc2ccccc21)NCc1ccc2c(c1)OCO2
    -147.1%[inhibitor] | -0.7% | -2.7% | 5.4% | 5.2% | -0.1 | · | 0.8% | 2.5%
> O=C(OCC#CCSc1nc2ccccc2o1)c1ccco1
    -8.0% | 0.6% | -9.2% | 8.3% | -3.5% | 3.4 | 10.7% | 2.0% | -3.5%
> C=CCn1c(SCC(=O)Nc2ccc(OC)cc2)nnc1-c1cnccn1
    -1.4% | 7.7% | -9.2% | 15.9% | -2.3% | -3.4 | -2.2% | 12.8% | -4.6%
> COc1ccc(Cl)cc1-c1nc(SCC(=O)NC(C)(C)C)n[nH]1
    -4.6% | -0.1% | ? | -5.6% | -7.9% | -5.8 | -13.9% | -3.0% | -4.8%
> O=C(NCc1cccnc1)C1c2ccccc2C(=O)N1C1CCCCCCC1 (configuration not stated)
    -4.2% | 2.3% | -10.7% | -2.4% | -3.3% | 0.1 | -3.9% | -2.5% | -1.7%
> CC(=O)Nc1ccc(Nc2cc(C)c3ccccc3n2)cc1
    5.8% | -3.1% | -17.9% | 11.9% | 1.3% | -92.4* | · | 7.0% | 7.5%
> Nc1nc2ccc(Cl)cc2cc1C(=O)NCc1ccc(Oc2ccccc2)cc1
    · | ? | ? | -19.7% | -11.7% | 95.3 | -14.9% | ? | ·
> CC(=O)N1CCN(C(=O)c2ccc(OC3CCN(Cc4ccccn4)CC3)cc2)CC1
    2.2% | 10.2% | 18.6% | 8.4% | -17.4% | 13.4 | 2.3% | -5.4% | ?
> C/C(CC(=O)Nc1cc(C)ccn1)=N\NC(=O)C(=O)Nc1cccc(C)c1
    -4.7% | 11.7% | 21.6% | 13.1% | -9.1% | -5.5 | 14.3% | 12.9% | 2.7%
